Screens (PubChem)
OPRM1-OPRD1 inv: inverse agonists of MOR-DOR heterodimerization, primary screen, cell-based, luminescence; Mu-type opioid receptor (Homo sapiens) + Delta-type opioid receptor (Homo sapiens), …; cell-based MOR-DOR heterodimer luminescence, inverse agonism; inhibition, % at 9.3 µM; actives 0.21% (n = 340,000); AID 504357, 2011; in the data active = inhibition above about 22%, passing the limit was not always enough;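 note: 0% = cells with DMSO and 100% = wells without cells with DMSO; values of inactives mirror those of a sister screen read the other way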
OPRM1-OPRD1 ag: agonists of OPRM1-OPRD1 heterodimerization, primary screen, cell-based, luminescence | Mu-type opioid receptor (Homo sapiens) + Delta-type opioid receptor (Homo sapiens), … | cells | activation, % at 9.3 µM | actives 0.3% (n = 340,000); in the data active = activation above about 18%;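 note: 0% = vehicle-treated cells and 100% = reference agonist; values of inactives mirror those of a sister screen read the other way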
HTR5A inv ctr: HTR5A inverse agonists in luminescence cell assay, primary screen, counter-screen for OPRM1-OPRD1 heterodimer inverse agonist project, full-deck HTS; inhibition, % at 9.3 µM; 5-hydroxytryptamine receptor 5A (Homo sapiens), P47898; HTR5A cell line, inverse agonism; AID 504634, 2011; actives 0.083% (n = 340,000); in the data active = inhibition mostly above about 23%, no sharp cut-off; inactive = mostly below about 18%;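 note: 0% = cells with DMSO and 100% = no-cell wells with DMSO; some compounds called inactive have numbers as strong as hits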
Target sequence (P47898 whole entry, looked up): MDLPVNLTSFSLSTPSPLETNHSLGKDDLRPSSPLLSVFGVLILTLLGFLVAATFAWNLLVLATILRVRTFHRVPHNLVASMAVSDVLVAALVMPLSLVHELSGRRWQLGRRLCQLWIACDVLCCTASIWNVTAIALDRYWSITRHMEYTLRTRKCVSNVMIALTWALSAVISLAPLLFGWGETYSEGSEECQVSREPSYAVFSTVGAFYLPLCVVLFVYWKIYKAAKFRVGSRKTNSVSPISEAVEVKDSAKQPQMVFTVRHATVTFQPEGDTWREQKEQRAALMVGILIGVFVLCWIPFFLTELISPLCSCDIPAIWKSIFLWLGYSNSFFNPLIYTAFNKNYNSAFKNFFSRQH
Cardiac RTF inh: cardiac RTF calcium sensitivity inhibitors, primary screen, biochemical, IANBD-TnC fluorescence, EC70 calcium; Troponin I, cardiac muscle (Homo sapiens) + Troponin T, cardiac muscle (Homo sapiens) + …; IANBD-labeled cardiac RTF, Ca2+ fluorescence; inhibition, % at 7.15 µM; actives 0.12% (n = 340,000); AID 493244, 2011;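 active = inhibition above the mean inhibition of all tested compounds plus 3 SD, cut at about 17% in these data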;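 note: assay run at fixed EC70 calcium of 1.6 mM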
V-ATPase pHluor: regulators of yeast V-ATPase proton pumping, primary screen, pHLuorin cytosolic pH fluorescence; S. cerevisiae; response, % at 10 µM; actives 0.37% (n = 350,000); in the data active = response mostly above about 7.3%, no sharp cut-off; inactive = mostly below about 5.4%; note: actives read high; inactives centre near 0; some compounds called inactive have numbers as strong as hits; reference of the scale not given here
HTR5A ag ctr: HTR5A agonists in luminescence cell assay, primary screen, counter-screen for OPRM1-OPRD1 heterodimer agonist project, full-deck HTS; actives 0.61% (n = 340,000); cell-based; 5-hydroxytryptamine receptor 5A (Homo sapiens), P47898; activation, % at 9.3 µM; AID 504692, 2011; in the data active = activation mostly above about 9.5%, no sharp cut-off; inactive = mostly below about 7.6%;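 note: 0% = cells with vehicle only and 100% = reference agonist; strong numbers were not always called active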
LANA DNA inh: inhibitors of KSHV C-LANA binding to DNA, primary screen, biochemical, fluorescence polarization, FAM-LBS DNA, MBP-C-LANA, single point; Kaposi's sarcoma herpesvirus LANA C-terminal domain (residues 932-1162) DNA binding; inhibition, % at 9 µM; actives 0.078% (n = 340,000); AID 504423, 2011;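 active = highest replicate inhibition at or above 60% at 9 µM, even if other replicates fall short; inactive = all replicates below 60% inhibition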;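 note: 0% = neutral control wells and 100% = 4 µM acridine orange control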
CAL PDZ FP: untagged CAL PDZ binding inhibitors, primary screen, biochemical, fluorescence polarization, HTS. purified CAL PDZ, TMR-peptide fluorescence polarization, 1 h. inhibition, % at 24.9 µM. actives 0.92% (n = 300,000);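 active = mean inhibition of at least 30% with at least half of replicates also reaching 30%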;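 note: 0% = DMSO neutral control and 100% = excess unlabeled competitor peptide PRC23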
RTF Ca sens act: cardiac RTF calcium sensitivity activators, primary screen, biochemical, IANBD-TnC fluorescence, EC20 calcium; Troponin I, cardiac muscle (Homo sapiens) + Troponin T, cardiac muscle (Homo sapiens) + …; IANBD-labeled TnC RTF fluorescence at EC20 calcium; 0% EC20 calcium, 100% full calcium; activation, % at 7.2 µM; actives 0.24% (n = 340,000);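 active = activation above the mean over all tested compounds plus 3 SD, cut at about 30% in these data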;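 note: rise in fluorescence read as greater calcium sensitivity of cardiac thin filaments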
Keap1 Nrf2 FP: Keap1-Nrf2 protein-protein interaction inhibitors, primary screen, biochemical, fluorescence polarization, single point; Keap1 Kelch-Nrf2 peptide fluorescence polarization, 1536-well; actives 0.15% (n = 340,000); inhibition, % at 9.4 µM; in the data active = inhibition above about 12%;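 note: human Keap1 Kelch domain with fluorescein labeled Nrf2 9mer peptide probe; 0% = neutral control wells and 100% = peptide positive control; higher means more block of Keap1 binding to Nrf2 peptide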
Target sequence (Q14145 whole entry, looked up, the tested form may be a part): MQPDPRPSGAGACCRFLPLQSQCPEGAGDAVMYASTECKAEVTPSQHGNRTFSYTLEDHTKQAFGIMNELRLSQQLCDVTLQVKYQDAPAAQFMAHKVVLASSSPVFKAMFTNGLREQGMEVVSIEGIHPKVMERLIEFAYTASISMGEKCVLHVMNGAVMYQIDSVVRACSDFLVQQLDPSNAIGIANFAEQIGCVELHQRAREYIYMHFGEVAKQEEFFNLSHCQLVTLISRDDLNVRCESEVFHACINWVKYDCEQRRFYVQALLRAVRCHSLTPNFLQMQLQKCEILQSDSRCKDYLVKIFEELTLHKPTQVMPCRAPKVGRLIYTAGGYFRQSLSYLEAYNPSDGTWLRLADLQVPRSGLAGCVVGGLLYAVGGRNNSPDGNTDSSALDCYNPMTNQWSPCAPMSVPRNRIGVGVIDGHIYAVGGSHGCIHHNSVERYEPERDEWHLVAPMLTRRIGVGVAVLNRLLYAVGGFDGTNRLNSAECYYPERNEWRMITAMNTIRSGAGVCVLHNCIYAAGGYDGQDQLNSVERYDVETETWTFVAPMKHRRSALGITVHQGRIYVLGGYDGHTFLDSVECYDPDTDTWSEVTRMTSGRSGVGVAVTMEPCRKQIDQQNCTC
* = called active by the depositor; . = not tested or not shown.

SMILES	OPRM1-OPRD1 inv	OPRM1-OPRD1 ag	HTR5A inv ctr	Cardiac RTF inh	V-ATPase pHluor	HTR5A ag ctr	LANA DNA inh	CAL PDZ FP	RTF Ca sens act	Keap1 Nrf2 FP
O=C(COc1ccc(F)cc1)N(Cc1ccco1)C1CCS(=O)(=O)C1 (configuration not stated)	12	-2.2	-33	0	1	-2	1.2	-4	-5	-2
N#CCCN1CCN(Cn2c3ccccc3c3ccccc32)CC1	0	0.1	4	-8	.	5	-1.5	-1	-2	-5
c1ccc(CN2CCN(c3nc4ccccc4s3)CC2)cc1	-1	0.2	13	-1	-3	-4	-0.2	2	-5	5
CC(C)N(Cc1cn(C)nc1-c1cccc(Cl)c1)CC1CCC(=O)N1 (configuration not stated)	23	-4.5	18	-24	4	-3	-1.6	2	-2	2
Cc1ccc(-c2nc(CS(=O)CC(=O)NCCN(CC(C)C)CC(C)C)c(C)o2)cc1 (configuration not stated)	-8	1.9	3	-7	-4	-1	-2.4	3	-1	-1
CC(C)C(=O)Nc1nnc(S(=O)(=O)N2c3ccccc3CC2C)s1 (configuration not stated)	10	-1.8	17	-12	-2	-7	-0.7	.	4	3
Cc1sc2ncnc(N3CCN(CCOc4ccc(Cl)cc4)CC3)c2c1C	-11	2.0	-35	0	0	4	-0.1	.	1	-5
CCn1cc(C(=O)N(C)c2ccccc2F)c2cc(OC)c(OC)cc2c1=O	4	-0.7	6	-13	0	-2	-4.0	-2	-2	3
Cc1cccc(-c2nnc(NC(=O)c3cccs3)s2)c1	6	-1.1	8	-13	0	-3	-1.4	.	5	-5
CCN(CC)CC1C(=O)N(c2ccc(OC)cc2)C1c1ccccc1 (configuration not stated)	7	-1.2	-8	0	-1	2	-6.2	1	-6	3
Cc1ccc(C(=O)/C=C/c2cc(Br)cc(Br)c2O)o1	17	-3.4	-1	-12	-3	0	-0.7	4	1	2
CC(CNC(=O)c1ccc(Br)o1)NC(=O)c1ccc(Br)o1 (configuration not stated)	9	-1.6	-20	-3	1	-2	0.4	5	-9	-1
CN(C)C(=O)c1cn(-c2ccccc2)nc1-c1cccc([N+](=O)[O-])c1	13	-2.7	-4	13	0	2	0.3	1	3	2
CN(C)C(=O)CSc1nnc(CCNC(=O)OC(C)(C)C)o1	1	-0.3	5	-1	-3	-2	1.1	.	1	1
Cc1cccc(C)c1NC(=O)c1cccc2c1C(=O)N(C1CCCCC1)C2	-5	0.9	9	-3	-3	-2	-0.6	-3	3	-3
CCOc1ccc(-c2c(=O)n(OCC)c3ccccc3[n+]2[O-])cc1	-20	4.1	-18	-10	2	5	-1.6	-4	-2	-12
CN(C)CCCNc1nc(N)c([N+](=O)[O-])c(NCCO)n1	16	-3.1	-41	-8	-1	-2	0.0	-7	-1	-4
O=C(NCc1ccccc1)c1cc[n+](CC(=O)c2cccs2)cc1	.	.	.	.	-1	.	1.2	-1	.	3
COC(=O)[C@@]12CCCCN1[C@H](c1ccc(-c3ccccc3)cc1)[C@@H]1C(=O)N(C)C(=O)[C@@H]12	-19	3.6	-16	0	-9	0	-0.7	-2	-4	-10
Cc1[nH]c2ccccc2c1Cc1nnc(SCCC#N)o1	11	-1.8	-21	4	2	-2	-1.5	-2	7	-1
CCOc1cc(C(=O)OCC(=O)NC(C)c2ccccc2)ccc1OCC(=O)N1CCOCC1 (configuration not stated)	18	-3.4	-1	-1	-3	0	-0.1	-1	3	-5
CSc1ncccc1C(=O)OCC(=O)NC1CCCC1	15	-3.7	6	-1	-3	-4	0.2	.	-3	2
CC(C)N(Cc1nc(-c2ccccc2)no1)C(=O)CN1C(=O)c2ccccc2C1=O	11	-2.0	-16	-2	5	5	-1.2	.	0	-1
c1ccc(-c2nc(C3CCCCC3)c3sccc3n2)cc1	-6	1.2	-5	-5	-10	-6	1.1	-4	-2	3
Cc1ccc2nc(-c3ccccc3)cc(C(=O)Nc3cccnc3)c2c1	-30	8.1	-27	5	3	13*	-2.0	-2	-8	-1
(more compounds)
SMILES	OPRM1-OPRD1 inv	OPRM1-OPRD1 ag	HTR5A inv ctr	Cardiac RTF inh	V-ATPase pHluor	HTR5A ag ctr	LANA DNA inh	CAL PDZ FP	RTF Ca sens act	Keap1 Nrf2 FP
O=C(OCC(=O)N(CCc1ccccc1)Cc1ccccc1)c1ccc(F)c(S(=O)(=O)N2CCOCC2)c1	-4	0.9	7	0	0	-2	1.1	-3	3	-4
CC(NC(=O)CSc1nc2sc3c(c2c(=O)n1-c1ccccc1)CCCC3)c1ccccc1 (configuration not stated)	9	-1.5	1	3	2	0	0.4	5	-2	-6
CCc1ccc2oc(-c3cc(N)cc(C)c3O)nc2c1	-1	0.3	6	-6	-4	5	-2.2	-4	1	-3
CCCCN(CC)Cc1ccc(CNC(=O)Nc2ccc(Cl)cc2)o1	2	-0.4	-9	-8	0	-1	2.6	-2	0	1
CCC(C)C1C(C#N)=C(N)Oc2n[nH]c(-c3ccccc3)c21 (configuration not stated)	5	-0.9	-19	-4	1	7	0.0	.	-3	1
CCn1c(SCC(=O)NCc2ccco2)nnc1C1CCCC1	20	-3.9	-19	-2	1	8	1.1	.	1	-8
Cc1cc2cc(CNC(=S)Nc3ccc(OC(F)F)cc3)ccc2[nH]1	-4	0.8	-7	-1	5	2	0.9	.	2	1
O=C(CCCN1C(=O)c2cccc3cccc(c23)C1=O)Nc1ccon1	.	.	.	.	-1	.	-0.6	3	.	1
CCc1ccc(-c2cc(C)no2)cc1S(=O)(=O)N1CCOc2ccc(C)cc21	-8	1.6	-8	-9	9	-2	-0.6	1	-4	-1
CC(=O)c1ccc(NC(=O)C(C)Sc2n[nH]c(-c3cccnc3)n2)cc1 (configuration not stated)	21	-4.0	-17	-14	-4	6	-0.5	-5	-1	-5
O=C(Nc1nncs1)c1ccc(Br)c(S(=O)(=O)N2CCCC2)c1	13	-2.3	-6	-28	0	2	0.3	-6	-5	0
O=C1CC(C(=O)N(c2cccc(F)c2)C(C(=O)NC2CCCC2)c2ccccn2)CS1 (configuration not stated)	2	-0.3	13	-6	2	-2	-1.0	.	3	-4
O=C1NC[C@H](Cc2ccccc2)N(C[C@H]2CCCN2C[C@H](Cc2ccc(O)cc2)N2C[C@H](Cc3ccc(O)cc3)N(CC3CCCCCC3)C(=O)C2=O)C1=O	8	-1.7	9	-7	-1	-3	1.9	1	8	1
CCCCCC(=O)Nc1sc(C)c(C)c1C#N	-6	0.9	4	-9	5	-2	0.8	1	0	0
O=C(N/N=C/c1sc(=O)n(-c2ccccc2)c1Cl)c1ccncc1	19	-3.7	7	-2	-2	-1	-2.7	-8	4	-8
Cc1onc(-c2ccccc2)c1C(=O)OCC(=O)N(C)c1c(N)n(Cc2ccccc2)c(=O)[nH]c1=O	-6	0.9	9	1	3	-3	-1.0	-1	-6	-4
Cc1ccc(S(=O)(=O)NCc2ccccc2)cc1C(=O)NC(C)c1ccc(S(N)(=O)=O)cc1 (configuration not stated)	-11	1.8	0	12	2	0	-0.3	-1	-4	-6
C/C(=N\S(=O)(=O)c1ccc(C)cc1)NC(=S)Nc1ccc(C)cc1	10	-2.0	-10	0	2	4	-0.6	.	1	-14
COc1ccc(/C=N/Nc2nc(Nc3ccccc3)nc(N3CCCCC3)n2)c(OC)c1	2	-0.4	1	-8	2	-2	-1.1	-2	-3	-4
COc1cccc(-n2c(=O)c3cc(OC)c(OC)cc3n(CC(=O)Nc3cc(C)[nH]n3)c2=O)c1	12	-2.2	4	3	2	6	0.7	2	8	-5
CC(C)Cn1cnc2c(N)nc3ccccc3c21	7	-1.3	7	-12	0	-2	-0.7	-5	2	2
O=C(/C(=C/c1ccccc1)n1cncn1)c1ccc(Cl)cc1Cl	-5	0.9	-2	8	0	1	-0.1	-9	7	3
NS(=O)(=O)c1ccc(CCNC(=S)NC(=O)c2ccccc2Br)cc1	13	-2.7	-10	2	-2	3	-1.0	11	5	-1
CCOC(=O)c1oc2cc(O)c(CC)cc2c(=O)c1-c1cscn1	15	-3.1	0	-1	-1	1	2.0	-1	4	-5
COc1ccc(CCNC(=O)COc2cc(C)cc3oc(=O)cc(C)c23)cc1	8	-1.6	4	-12	-3	3	-1.7	-1	-2	-2
CC(C)C[C@H](NC(=O)c1nc[nH]c1C(=O)N1CCN(C(=O)OC(C)(C)C)CC1)C(=O)OC(C)(C)C	-7	1.1	-6	-1	-2	2	3.5	-2	-3	6

Another view of some results above.
structure,OPRM1-OPRD1 inv,OPRM1-OPRD1 ag,HTR5A inv ctr,Cardiac RTF inh,V-ATPase pHluor,HTR5A ag ctr,LANA DNA inh,CAL PDZ FP,RTF Ca sens act,Keap1 Nrf2 FP
C/C(=N\S(=O)(=O)c1ccc(C)cc1)NC(=S)Nc1ccc(C)cc1,10,-2.0,-10,0,2,4,-0.6,.,1,-14
COc1ccc(/C=N/Nc2nc(Nc3ccccc3)nc(N3CCCCC3)n2)c(OC)c1,2,-0.4,1,-8,2,-2,-1.1,-2,-3,-4
COc1cccc(-n2c(=O)c3cc(OC)c(OC)cc3n(CC(=O)Nc3cc(C)[nH]n3)c2=O)c1,12,-2.2,4,3,2,6,0.7,2,8,-5
CC(C)Cn1cnc2c(N)nc3ccccc3c21,7,-1.3,7,-12,0,-2,-0.7,-5,2,2
O=C(/C(=C/c1ccccc1)n1cncn1)c1ccc(Cl)cc1Cl,-5,0.9,-2,8,0,1,-0.1,-9,7,3
NS(=O)(=O)c1ccc(CCNC(=S)NC(=O)c2ccccc2Br)cc1,13,-2.7,-10,2,-2,3,-1.0,11,5,-1
CCOC(=O)c1oc2cc(O)c(CC)cc2c(=O)c1-c1cscn1,15,-3.1,0,-1,-1,1,2.0,-1,4,-5
COc1ccc(CCNC(=O)COc2cc(C)cc3oc(=O)cc(C)c23)cc1,8,-1.6,4,-12,-3,3,-1.7,-1,-2,-2
CC(C)C[C@H](NC(=O)c1nc[nH]c1C(=O)N1CCN(C(=O)OC(C)(C)C)CC1)C(=O)OC(C)(C)C,-7,1.1,-6,-1,-2,2,3.5,-2,-3,6
